GLS inhibitor: glutaminase GLS (human) inhibition; O94925; GLS enzymatic activity, qHTS titration; Potency, µM (doses to about 45.5 µM), without a hit: top-dose activity change, negative = inhibition, hits mostly inhibitors; 410,000 compounds, 0.21% hits; AID 624170; note: potency is the fitted concentration of half-maximal effect; % is set by controls: 0 for no effect and ±100 for the full control effect
Target sequence (O94925 whole entry, looked up): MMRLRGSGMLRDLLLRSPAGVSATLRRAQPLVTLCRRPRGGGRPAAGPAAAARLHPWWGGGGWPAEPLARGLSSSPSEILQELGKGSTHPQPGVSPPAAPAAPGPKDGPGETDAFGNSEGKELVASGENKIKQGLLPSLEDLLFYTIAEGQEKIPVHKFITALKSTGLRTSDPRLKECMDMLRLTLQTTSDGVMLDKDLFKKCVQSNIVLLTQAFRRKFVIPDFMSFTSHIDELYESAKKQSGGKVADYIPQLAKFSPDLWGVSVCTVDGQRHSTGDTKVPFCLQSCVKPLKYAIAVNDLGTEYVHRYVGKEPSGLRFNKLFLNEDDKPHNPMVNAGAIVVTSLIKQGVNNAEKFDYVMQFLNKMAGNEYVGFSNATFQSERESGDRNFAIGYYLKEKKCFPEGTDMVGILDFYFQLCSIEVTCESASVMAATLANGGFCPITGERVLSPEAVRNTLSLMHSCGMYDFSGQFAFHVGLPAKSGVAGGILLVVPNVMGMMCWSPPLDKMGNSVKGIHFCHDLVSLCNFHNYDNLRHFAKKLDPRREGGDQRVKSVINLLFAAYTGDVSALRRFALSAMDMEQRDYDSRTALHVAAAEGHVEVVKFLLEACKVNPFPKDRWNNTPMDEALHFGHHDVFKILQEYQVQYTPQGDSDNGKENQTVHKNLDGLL
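Enzyme dispensed in phosphate buffer (45 mM, pH 8.2, 0.02% Tween-20), compounds pinned in, then 1 mM L-glutamine solution and the glutamate oxidase–HRP–Amplex Red mix added; fluorescence read immediately and again after 30 min at room temperature.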
HP1b binding inh: HP1-beta chromodomain-methylated histone interaction inhibition; Potency, µM (highest dose often 114 µM), for inactives: top-dose activity change, negative = inhibition, most hits filed as inhibitors; P83916; AlphaScreen HP1-beta / biotin-H3K9me3 peptide binding; 390,000 compounds, 0.56% hits; note: potency is the fitted concentration of half-maximal effect; nearly all actives have a fitted effect of over 70% in size; inactives centre near 23
Target sequence (P83916 whole entry, looked up): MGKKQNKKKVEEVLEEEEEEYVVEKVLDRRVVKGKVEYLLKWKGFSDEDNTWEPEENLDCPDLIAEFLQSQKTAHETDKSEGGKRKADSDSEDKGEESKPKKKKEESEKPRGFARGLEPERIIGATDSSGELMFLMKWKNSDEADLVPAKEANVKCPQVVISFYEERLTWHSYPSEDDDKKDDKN
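Compound inhibition of the preformed complex between 50 nM HP1-beta and 50 nM biotinylated H3K9me3 peptide was read by AlphaScreen. Buffer was PBS pH 7.4 with 0.01% Tween-20. Incubations ran 30 min at room temperature, with 10 ug/mL donor/acceptor beads.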
PI4K2A inh: inhibitors of human PI4K2A; Q9BTU6; 420,000 compounds, 0.13% hits; AID 1346378; purified PI4K2A, ADP-Glo luminescence, 1 h; stronger effect = lower value; activity change, negative = inhibition, % at 76.9 µM; in the data active = activity change below about -50%; inconclusive = mostly about -30% to -49%;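 note: -100% = wells without enzyme as full effect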
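Compounds are screened against recombinant PI4K2A using PI as substrate and ATP, the latter dispensed at 300 microM. Reactions run one hour at ambient temperature before ADP-Glo detection; full inhibition defined by wells lacking enzyme.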
BAZ2B inh: BAZ2B (human) inhibition. Q9UIF8. AlphaScreen BAZ2B-H3K14Ac peptide displacement. Potency, µM (top dose mostly 114 µM), without a hit: top-dose activity change, negative = inhibition, hits mostly inhibitors. 360,000 compounds, 4.4% hits. AID 504333; note: potency is the fitted concentration of half-maximal effect; % is set by controls: 0 for no effect and ±100 for the full control effect; nearly all actives have a fitted effect of over 60% in size
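BAZ2B 50 nM plus b-H3(5-23)K14Ac 50 nM, PBS pH 7.4/0.01% Tween-20, 30 min RT; compound added (max 110 uM), 30 min RT; streptavidin donor/Ni-chelate acceptor beads 10 ug/mL final, 20 min dark; AlphaScreen read.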
ERG-DNA inh: blocks human ERG Ets domain binding to DNA; 370,000 compounds, 0.028% hits; Potency, µM (top dose mostly 76.9 µM), inactives show at the highest dose FP activity, negative = inhibition, most hits filed as inhibitors; fluorescence polarization, His-ERG Ets domain / labelled DNA; P11308; active = well fitted inhibition curve with a large enough effect in the polarisation, with a control signal flat; inconclusive = small, poorly fitted or top-dose-only effect, or effect the other way, or a change in a side signal; inactive = no such curve, though single readings can be large or run the other way; the % refers to the polarisation;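 note: polarization taken with two DNA probes labelled with fluorescein and Texas red; potency is the fitted concentration of half-maximal effect; % of control where 0% means no effect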
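His-tagged ERG Ets domain (1 uM in the protein solution; 300mM KCl, 50mM Tris-HCl, 1mM EDTA, 1mM DTT, pH 7.5) received compound, then a probe mix of 5 nM fluorescein-DNA and 100nM Texas-615-DNA. Fluorescence polarization was read for both dyes.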
G9a block: G9a (human) methyltransferase inhibition | 350,000 compounds, 8.8% hits | AID 504332 | Potency, µM (series often up to 102 µM), for inactives: top-dose activity, negative = inhibition, actives largely listed as inhibitors | G9a H3K9 monomethylation, AlphaScreen, 2 h; note: potency is the fitted concentration of half-maximal effect; % is set by controls: 0 for no effect and ±100 for the full control effect; nearly all actives have a fitted effect of over 75% in size
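Methyltransferase reactions run at room temperature for 2 h (20 nM enzyme, 500 nM biotin-H3K9 peptide, 20 uM SAM) after a 15 min compound preincubation; product detected by AlphaScreen beads and anti-H3K9me1 antibody.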
RGS4 inh: inhibitors of human regulator of G protein signaling 4; P49798; Transcreener GDP fluorescence polarization, RGS4-accelerated GTP hydrolysis; Potency, µM (titrated, usually from 114 µM), inactives show top-dose activity change, negative = inhibition, most hits filed as inhibitors; 390,000 compounds, 0.039% hits; AID 504845; note: potency is the fitted concentration of half-maximal effect; % is set by controls: 0 for no effect and ±100 for the full control effect; nearly all actives have a fitted effect of over 75% in size; some results filed as inactive show a strong effect at the top dose
Target sequence (P49798 whole entry, looked up): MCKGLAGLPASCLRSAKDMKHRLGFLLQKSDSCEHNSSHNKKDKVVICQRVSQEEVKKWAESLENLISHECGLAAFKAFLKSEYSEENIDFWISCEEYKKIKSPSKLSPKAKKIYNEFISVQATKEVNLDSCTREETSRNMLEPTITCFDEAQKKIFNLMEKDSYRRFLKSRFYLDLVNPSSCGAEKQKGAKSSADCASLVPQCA
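MLSMR compounds (23 nl, pin-transferred) preincubated 10 min at room temperature with a 500nM (2x) first reagent, then RGS4 at 900nM (2x) plus Transcreener GDP mix added; fluorescence polarization (620/688 nm) read before and after 90 min at 30 °C.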
JMJD2A Tudor: inhibitors of human JMJD2A Tudor domain | O75164 | AID 504339 | 390,000 compounds, 4.4% hits | AlphaScreen JMJD2A-Tudor / H3K4me3 peptide binding | Potency, µM (series often up to 114 µM), for the others: at the top dose activity change, negative = inhibition, hits mostly inhibitors; note: potency is the fitted concentration of half-maximal effect; % is set by controls: 0 for no effect and ±100 for the full control effect; nearly all actives have a fitted effect of over 50% in size
ALOX12 inh: ALOX12 (human) lipoxygenase inhibition; P18054; purified 12hLO, xylenol orange hydroperoxide absorbance; Potency, µM (series often up to 108 µM), inactives show at the highest dose activity change, negative = inhibition, most hits filed as inhibitors; 580,000 compounds, 1.1% hits; AID 1671190; note: potency is the fitted concentration of half-maximal effect; % is set by controls: 0 for no effect and ±100 for the full control effect
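Hydroperoxide product was detected by ferrous iron/xylenol orange as the 573 to 405 nm absorbance ratio. Arachidonic acid at 40 uM (final) was turned over for 30 min at room temperature by 150 nM human 12hLO, pH 7.0 Hepes buffer, after 15 min compound preincubation.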
Active calls of the source: *; & = joins results of further samples; [ ] = dose if it differs, or a comment. Unless noted, calls come from the whole dose curve; as a rule, active = well fitted curve in the direction sought with a large enough effect; inconclusive = small, poorly fitted or top-dose-only effect, or another doubt; inactive = no such curve, though single readings can be large; an effect the other way counts as inactive or inconclusive. A portion of the library (hit frequency here may not be typical).

Start of the data: the first 4 compounds as a preview:
What do the screens show for `CSc1ccccc1C(=O)Nc1nc2ccccc2[nH]1`?
GLS inhibitor: -1%; HP1b binding inh: 24%; PI4K2A inh: -1; BAZ2B inh: -35%; ERG-DNA inh: 3%; G9a block: -28%; RGS4 inh: 5%; JMJD2A Tudor: -11%; ALOX12 inh: 15%

How did O=C(NCCCN1CCOCC1)c1ccc(CNS(=O)(=O)c2ccc(Br)cc2)cc1 do in these assays?
GLS inhibitor: -4%; HP1b binding inh: 45%[activator]; PI4K2A inh: 3; BAZ2B inh: -22%; ERG-DNA inh: -9%; G9a block: inconclusive; RGS4 inh: 5%; JMJD2A Tudor: -9%; ALOX12 inh: -12%

How did CCOC(=O)N1CCN(C(=O)CCN2C(=O)COc3ccc(C)cc32)CC1 do in these assays?
GLS inhibitor: -2%; HP1b binding inh: 15%; PI4K2A inh: -1; BAZ2B inh: 1%; ERG-DNA inh: -14%; G9a block: 22%[12.7 µM]; RGS4 inh: 19%; JMJD2A Tudor: -16%; ALOX12 inh: 0%

Results for CCOC(=O)c1ccc(NC2=CC(c3ccc(O)c(OCC)c3)N(c3ccc(C(=O)OCC)cc3)C2=O)cc1 (stereo unspecified) ?
GLS inhibitor: -3%; HP1b binding inh: 12%; PI4K2A inh: 6; BAZ2B inh: -16%; ERG-DNA inh: -1%; G9a block: -2%[59 µM]; RGS4 inh: -10%; JMJD2A Tudor: -9%; ALOX12 inh: -22%

The listing, previewed entries included:
What do the screens show for `CSc1ccccc1C(=O)Nc1nc2ccccc2[nH]1`?
GLS inhibitor: -1%; HP1b binding inh: 24%; PI4K2A inh: -1; BAZ2B inh: -35%; ERG-DNA inh: 3%; G9a block: -28%; RGS4 inh: 5%; JMJD2A Tudor: -11%; ALOX12 inh: 15%

How did O=C(NCCCN1CCOCC1)c1ccc(CNS(=O)(=O)c2ccc(Br)cc2)cc1 do in these assays?
GLS inhibitor: -4%; HP1b binding inh: 45%[activator]; PI4K2A inh: 3; BAZ2B inh: -22%; ERG-DNA inh: -9%; G9a block: inconclusive; RGS4 inh: 5%; JMJD2A Tudor: -9%; ALOX12 inh: -12%

How did CCOC(=O)N1CCN(C(=O)CCN2C(=O)COc3ccc(C)cc32)CC1 do in these assays?
GLS inhibitor: -2%; HP1b binding inh: 15%; PI4K2A inh: -1; BAZ2B inh: 1%; ERG-DNA inh: -14%; G9a block: 22%[12.7 µM]; RGS4 inh: 19%; JMJD2A Tudor: -16%; ALOX12 inh: 0%

Results for CCOC(=O)c1ccc(NC2=CC(c3ccc(O)c(OCC)c3)N(c3ccc(C(=O)OCC)cc3)C2=O)cc1 (stereo unspecified) ?
GLS inhibitor: -3%; HP1b binding inh: 12%; PI4K2A inh: 6; BAZ2B inh: -16%; ERG-DNA inh: -1%; G9a block: -2%[59 µM]; RGS4 inh: -10%; JMJD2A Tudor: -9%; ALOX12 inh: -22%

What do the screens show for `Cc1ccc(NC(=O)c2cc3c([nH]c2=O)CC(C)(C)CC3=O)c(C)c1`?
GLS inhibitor: 0%; HP1b binding inh: 12%; PI4K2A inh: 0; BAZ2B inh: 2%; ERG-DNA inh: 5%; G9a block: -3%[59 µM]; RGS4 inh: -2%; JMJD2A Tudor: -6%; ALOX12 inh: -4%

How did NC(=O)C1CCN(C(=O)c2cc(S(=O)(=O)N3CCOCC3)c(Cl)cc2Cl)CC1 do in these assays?
GLS inhibitor: 3%; HP1b binding inh: 28%; PI4K2A inh: 2; BAZ2B inh: -1%; ERG-DNA inh: -4%; G9a block: -24%[12.7 µM]; RGS4 inh: 2%; JMJD2A Tudor: 6%; ALOX12 inh: 0%

Results for CCN(CC)C(=O)Cn1cc(S(=O)(=O)CC(=O)NCCc2ccc(OC)c(OC)c2)c2ccccc21 ?
GLS inhibitor: 3%; HP1b binding inh: 21%; PI4K2A inh: -1; ERG-DNA inh: 7%; G9a block: inconclusive; RGS4 inh: 18%; JMJD2A Tudor: -4%; ALOX12 inh: 1%

How did CC(C)Oc1ccc(Cn2c(-c3ccco3)n[nH]c2=S)cc1 do in these assays?
GLS inhibitor: inconclusive; HP1b binding inh: -10%; PI4K2A inh: -3; BAZ2B inh: -35%; ERG-DNA inh: 2%; G9a block: 0.71µM*; RGS4 inh: -11%; JMJD2A Tudor: 40µM*; ALOX12 inh: inconclusive

Results for COc1cc(CO)ccc1Oc1nc2ccccc2n2cnnc12 ?
GLS inhibitor: -1%; HP1b binding inh: 23%; PI4K2A inh: 2; BAZ2B inh: -11%; ERG-DNA inh: -7%; G9a block: -4%; RGS4 inh: -8%; JMJD2A Tudor: -12%; ALOX12 inh: 3%

Results for COc1ccc(NC(=S)N2CCN(C/C=C/c3ccccc3)CC2)cc1OC ?
GLS inhibitor: 3%; HP1b binding inh: -14%; PI4K2A inh: 0; BAZ2B inh: inconclusive; ERG-DNA inh: 3%; RGS4 inh: -44%; JMJD2A Tudor: -34%; ALOX12 inh: 0%

What do the screens show for `CCC(CC)C(=O)N1c2ccccc2C(C)(c2ccccc2)CC1(C)C` (stereo unspecified)?
GLS inhibitor: -1%; HP1b binding inh: 68%[activator]; PI4K2A inh: 0; BAZ2B inh: 20%; ERG-DNA inh: 2%; G9a block: 15%[59 µM]; RGS4 inh: -7%; JMJD2A Tudor: 24%; ALOX12 inh: -7%

How did CCC(CC)c1nc(C#N)c(NCc2ccccc2)o1 do in these assays?
GLS inhibitor: -12%; HP1b binding inh: -36%; PI4K2A inh: 4; BAZ2B inh: inconclusive; ERG-DNA inh: 0%; G9a block: -9%[59 µM]; RGS4 inh: -10%; JMJD2A Tudor: -10%; ALOX12 inh: -1%&-17%

Results for COc1cc(OC)c(OC)cc1/C=C/C(=O)c1ccc(NS(=O)(=O)c2ccc(C)cc2)cc1 ?
GLS inhibitor: 2%; HP1b binding inh: 16%; PI4K2A inh: 4; BAZ2B inh: -9%; ERG-DNA inh: -1%; G9a block: -4%; RGS4 inh: -31%; JMJD2A Tudor: -11%; ALOX12 inh: -25%

What do the screens show for `CN1C[C@@H]2[C@@H]3C(=O)N(C)C(=O)[C@@H]3[C@](C)(C1=O)N2C(=O)c1ccc(C(C)(C)C)cc1`?
GLS inhibitor: -13%; HP1b binding inh: 42%[activator]; PI4K2A inh: 5; ERG-DNA inh: 0%; RGS4 inh: 2%; JMJD2A Tudor: -8%; ALOX12 inh: -4%

Results for C/C(=N\NC(=O)c1cc2ccccc2cc1O)c1ccc2c(c1)OCO2 ?
GLS inhibitor: 23%; HP1b binding inh: 15%; PI4K2A inh: -5; BAZ2B inh: 8%; ERG-DNA inh: 8%; RGS4 inh: -12%; JMJD2A Tudor: -28%; ALOX12 inh: 428%[activator]

What do the screens show for `O=C(c1ccc(Br)cc1)N1CCC(C(=O)N2CCN(Cc3ccccc3)CC2)CC1`?
GLS inhibitor: -6%; HP1b binding inh: 26%; PI4K2A inh: 0; BAZ2B inh: -26%; ERG-DNA inh: -5%; G9a block: inconclusive; RGS4 inh: -37%; JMJD2A Tudor: -8%; ALOX12 inh: -2%

How did CC(NC(=O)COc1ccccc1)C(c1cccs1)N1CCCC1 (stereo unspecified) do in these assays?
GLS inhibitor: 16%; HP1b binding inh: 9%; PI4K2A inh: 6; ERG-DNA inh: 4%; G9a block: inconclusive; RGS4 inh: 16%; JMJD2A Tudor: -18%; ALOX12 inh: 19%

What do the screens show for `CCOc1ccccc1NC(=S)Nn1cnnc1`?
GLS inhibitor: 2%; HP1b binding inh: inconclusive; PI4K2A inh: 5; BAZ2B inh: inconclusive; ERG-DNA inh: 0%; G9a block: 1.8µM*; RGS4 inh: inconclusive; JMJD2A Tudor: 50µM*; ALOX12 inh: inconclusive

How did CCN(CC)S(=O)(=O)c1ccc(Cl)c(C(=O)Nc2cccnc2)c1 do in these assays?
GLS inhibitor: 2%; HP1b binding inh: 18%; PI4K2A inh: -3; BAZ2B inh: -15%; ERG-DNA inh: 0%; G9a block: 4%; RGS4 inh: 13%; JMJD2A Tudor: -9%; ALOX12 inh: -20%

What do the screens show for `O=S(=O)(c1cccc(Br)c1)N1CCN(S(=O)(=O)c2ccc3c(c2)OCCO3)CC1`?
GLS inhibitor: -16%; HP1b binding inh: 36%; PI4K2A inh: 4; RGS4 inh: 10%; JMJD2A Tudor: -12%&8%; ALOX12 inh: 12%

What do the screens show for `C=CCOC(=O)C1C(=O)CC(C)(O)C(C(=O)OCC=C)C1c1ccc(OCC)cc1` (stereo unspecified)?
GLS inhibitor: -1%; HP1b binding inh: 35%; PI4K2A inh: -2; BAZ2B inh: 4%; ERG-DNA inh: 1%; G9a block: 3%; RGS4 inh: 2%; JMJD2A Tudor: -9%; ALOX12 inh: -7%

How did N#Cc1c(Nc2ccccc2)[n+]([O-])c2ccc(Cl)cc2[n+]1[O-] do in these assays?
GLS inhibitor: 5%; HP1b binding inh: inconclusive; PI4K2A inh: -9; RGS4 inh: inconclusive; JMJD2A Tudor: -31%; ALOX12 inh: -36%
